Screening results (PubChem BioAssay)
Wnt act = Wnt/beta-catenin pathway activation; Wnt/beta-catenin reporter cell assay, activator, plate reader; activation, % at 9.35 µM; 1.2% of 300,000 active; in the data active = activation above about 30%, passing the limit was not always enough;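 note: 0% = neutral control wells and 100% = positive control wells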
CAL PDZ FP-1 = blocks peptide binding to the human CAL PDZ domain. 0.92% of 300,000 active. inhibition, % at 24.9 µM. AID 602252. Q9HD26. purified CAL PDZ, TMR-peptide fluorescence polarization, 1 h;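 active = mean inhibition of at least 30% with at least half of replicates also reaching 30%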;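 note: 0% = DMSO neutral control and 100% = excess unlabeled competitor peptide PRC23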
CAL PDZ FP-2 = blocks peptide binding to human CAL PDZ domain; Q9HD26; purified CAL PDZ, TMR-peptide fluorescence polarization, 1 h; inhibition, % at 20 µM; 0.02% of 330,000 active; AID 504414;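 active = highest replicate inhibition of at least 40%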;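 note: plate controls were DMSO neutral control wells for no effect and unlabeled competitor peptide control wells for full effect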
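Test system: purified CerCALP PDZ construct; Compound dosing: one concentration, 20 µM compound; Also added: TMR-labelled reporter peptide T*-PRC34 bound in PDZ groove; Read-out: inhibition from polarization loss; Controls: unlabelled peptide and DMSO controls; Signal: FP readout, S and P plane fluorescence; Incubation: 1 h at RT.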
AddAB inh = less growth of phage-infected E. coli with AddAB; E. coli expressing H. pylori AddAB, absorbance growth; inhibition, % at 11.9 µM; 0.29% of 330,000 active; AID 435030; in the data active = inhibition above about 12%;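 note: 0% = vehicle wells of infected cells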
MITF TRPM1 HTS = increases MITF-driven TRPM1 promoter luciferase signal; SK-MEL-5 TRPM1-promoter luciferase, 24 h; % of positive control, neutral wells = 0; activation, % at 12.5 µM; 0.75% of 300,000 active;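 active = mean activation of at least 80% with every replicate also reaching 80%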;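 note: 0% = neutral control wells and 100% = parthenolide positive control wells; values of inactives mirror those of a sister screen read the other way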
Tat transport = inhibitors of E. coli Tat protein transport; E. coli MC4100 TorA-mCherry Tat export, fluorescence; inhibition, % at 10 µM; 0.036% of 340,000 active; AID 488895;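 active = mean replicate inhibition at least 50% and at least half of replicates individually reaching 50%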;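 note: exported cargo escapes ClpAP degradation while cytoplasmic cargo is degraded and loses fluorescence; 0% = median of neutral control wells and 100% = median of NaSCN control wells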
phage Ecoli inh = E. coli growth loss with phage present | growth absorbance | inhibition, % at 11.9 µM | 0.26% of 360,000 active | AID 651602; in the data active = inhibition above about 11%
SR-BI HDL uptake = inhibitors of mouse SR-BI mediated HDL lipid uptake; Q61009; ldlA[mSR-BI] CHO cells, DiI-HDL uptake fluorescence, 3 h; inhibition, % at 12.5 µM; 0.96% of 320,000 active;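 active = mean replicate inhibition of at least 70% and a set share of replicates each scoring 70 or more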;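 note: 0% = median of neutral control wells and 100% = median of positive control wells; values of inactives mirror those of a sister screen read the other way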
Target sequence (Q61009 whole entry, looked up): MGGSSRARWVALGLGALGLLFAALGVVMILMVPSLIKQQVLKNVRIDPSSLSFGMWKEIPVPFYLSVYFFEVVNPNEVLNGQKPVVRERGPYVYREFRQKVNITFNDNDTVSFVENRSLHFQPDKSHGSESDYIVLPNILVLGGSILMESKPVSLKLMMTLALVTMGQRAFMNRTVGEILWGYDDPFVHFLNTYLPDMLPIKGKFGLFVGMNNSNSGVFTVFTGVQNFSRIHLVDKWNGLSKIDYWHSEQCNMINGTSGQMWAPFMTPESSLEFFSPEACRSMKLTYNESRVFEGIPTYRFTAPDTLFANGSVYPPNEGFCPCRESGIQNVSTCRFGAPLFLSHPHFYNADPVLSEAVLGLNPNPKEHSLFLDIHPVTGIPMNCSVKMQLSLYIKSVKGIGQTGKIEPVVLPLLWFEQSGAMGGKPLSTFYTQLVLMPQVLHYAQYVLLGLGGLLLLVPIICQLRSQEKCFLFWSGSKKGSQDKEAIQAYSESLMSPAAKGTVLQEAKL
E coli growth = bacterial growth inhibition, counter-screen for AddAB inhibitors; inhibition, % at 11.9 µM; 0.27% of 330,000 active; E. coli V3065 growth, OD600 absorbance, 18 h;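 active = inhibition above the campaign's mean inhibition across all tested compounds plus 3 SD, cut at about 9.9% in these data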;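 note: uninfected addAB+ strain grown without phage in ampicillin broth; 0% = DMSO wells and 100% = ciprofloxacin 0.95 µg/ml wells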
SR-BI uptake up = activators of SR-BI mediated HDL lipid uptake | CHO ldlA[mSR-BI] cells, DiI-HDL uptake fluorescence, 3 h; 100 = double the neutral-control signal | activation, % at 12.5 µM | 0.096% of 320,000 active;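 active = mean replicate activation of at least 60% and every replicate at or above 60%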;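 note: 0% = median plate neutral-control signal and 100% = twice that signal; values of inactives mirror those of a sister screen read the other way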
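Test system: SR-BI-overexpressing, LDLR-lacking CHO cells; Also added: labelled HDL, 10 µg/mL; Measured by: bottom-read cell fluorescence after medium removal, ex 550/em 595 nm; Timing: 3 h uptake period with compound, 37 °C; Buffer or medium: F12, 0.5% BSA, 25 mM HEPES; Doses: single compound concentration, delivered by pin transfer.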
* marks the source's active call; other numbers are inactive results; x = no result given.

Molecule | Wnt act | AddAB inh | SR-BI HDL uptake | MITF TRPM1 HTS | CAL PDZ FP-2 | phage Ecoli inh | Tat transport | CAL PDZ FP-1 | E coli growth | SR-BI uptake up
CCNC(=O)CN1C(=O)NC(Cc2ccccc2)(Cc2ccccc2)C1=O | 0 | 4.5 | -19 | 8 | -2.4 | 4.7 | 1 | -1 | 2.3 | 19
O=C1CC[C@@H](O)CCN1CC[C@H](Sc1ccccc1)c1ccccc1 | -1 | 5.8 | 5 | 3 | -0.2 | 1.6 | -9 | -3 | 4.3 | -5
CC(C)(C)C(=O)NC(=S)NNC(=O)C(c1ccccc1)c1ccccc1 | x | -1.4 | -34 | -15 | -2.4 | x | 3 | 0 | -0.3 | 34
CC(=O)c1c(C(C)=O)c(C)n(-c2cccc([N+](=O)[O-])c2)c1C | -2 | 0.8 | 12 | 12 | 0.2 | 1.7 | 1 | -1 | -1.7 | -12
COc1cc(C#CC#CCN2CCCCC2)ccc1O | 2 | 0.6 | -18 | 13 | -2.8 | 3.1 | -3 | -2 | -0.2 | 18
Cc1ccc(C(C(=O)NC2CCCC2)N(Cc2ccc3c(c2)OCO3)C(=O)Cc2cccs2)cc1 (centres undefined) | x | 2.4 | -8 | -8 | x | 1.7 | 2 | 0 | 3.0 | 8
COc1ccc(Br)cc1CNC(=O)Cc1cccs1 | 1 | x | 11 | x | -0.7 | -1.4 | -3 | -3 | x | -11
CCOC(=O)COc1ccc2c(=O)c(-c3ccc(OC)c(OC)c3)c(C(=O)OCC)oc2c1 | -3 | 1.1 | -6 | -12 | -1.3 | -0.8 | -3 | 6 | 4.4 | 6
COc1ccccc1CCNC(=O)C(=O)NCC1OCCN1S(=O)(=O)c1ccc(C)cc1 (centres undefined) | -1 | -2.9 | 17 | x | -1.2 | 1.0 | -2 | x | -1.6 | -17
COc1cc2nc(C3CCC3)n(N)c(=O)c2cc1OC | -2 | 4.0 | -18 | 1 | -4.7 | 1.0 | 3 | -2 | -2.2 | 18
CC(C)c1ccc(NC(=O)CC2Oc3ccccc3NC2=O)cc1 (centres undefined) | 0 | 1.3 | 20 | -6 | -0.4 | 2.5 | -14 | -7 | 0.2 | -20
O=C(C1CCCN(c2nnc(-n3cccc3)s2)C1)N1CCN(c2ccccc2)CC1 (centres undefined) | -4 | 0.5 | -1 | 6 | 0.2 | 1.4 | -10 | x | -1.0 | 1
COc1ccc(Nc2ncnc3ccc(Br)cc23)cc1OC | x | 0.1 | 16 | 15 | -1.9 | x | -10 | -2 | 3.2 | -16
CCOC(=O)CNC(=O)CSc1nc2c(C)cccc2cc1CC | -2 | 3.9 | 13 | 1 | -0.4 | 3.7 | -4 | 9 | -0.3 | -13
CC(C)c1ccc2nc(NC(=O)C3CC3)sc2c1 | 58* | 2.5 | -4 | 60 | 0.5 | 2.8 | 4 | 9 | -1.6 | 4
O=[N+]([O-])c1cc([N+](=O)[O-])c(Oc2c(F)cccc2F)cc1NN1CCCCC1 | -4 | 2.2 | 12 | 7 | -0.7 | 2.2 | 3 | -4 | 2.7 | -12
CCOC(=O)C1(C)NC(c2ccc(OC)cc2OC)C2C(=O)N(CC)C(=O)C21 (centres undefined) | 0 | -0.4 | -2 | 9 | -5.7 | 3.3 | -2 | x | 2.2 | 2
CCOP(=O)(OCC)c1cccc(P(=O)(c2ccccc2)c2ccccc2)c1O | 0 | 1.7 | -29 | 2 | -1.9 | 0.5 | 0 | -2 | -1.7 | 29
COc1ccc(NC(=O)c2oc3ccccc3c2CSC)cc1S(=O)(=O)N1CCOCC1 | 2 | -0.5 | -25 | -5 | 0.9 | 1.9 | 1 | -5 | -4.1 | 25
O=C(NCc1ccccn1)Nc1ccccc1Cl | 4 | -1.4 | -20 | 16 | -1.8 | 2.4 | -6 | -2 | -0.6 | 20
Cc1cc(S(=O)(=O)NCCc2ccncc2)cc(C)c1F | 2 | 1.7 | x | x | 0.7 | 1.5 | -1 | 6 | 1.0 | x
CCc1ccc(C(=O)CC2(O)C(=O)N(CN3CCOCC3)c3ccccc32)cc1 (centres undefined) | 0 | 1.6 | -7 | x | -0.8 | 1.4 | -5 | x | 0.2 | 7
CC(C)n1nnnc1SCC(=O)Nc1ccc2c(c1)OCO2 | 9 | 1.3 | -18 | 23 | -1.4 | 2.9 | 0 | -1 | 0.4 | 18
Cc1cc(Br)cc(Cl)c1OCC(=O)NC(=O)NCc1ccccc1 | -1 | -1.4 | 2 | 1 | -2.5 | 3.3 | -2 | 0 | -1.5 | -2
NC(=O)C1CCN(c2oc(-c3cccs3)nc2S(=O)(=O)c2ccc(Br)cc2)CC1 | -3 | 0.1 | 1 | 1 | -0.1 | 1.6 | 8 | 3 | -0.7 | -1
COc1ccc(OC)c(/C=C/C(=O)c2ccc3c(c2)OCO3)c1 | 10 | -0.3 | 4 | 14 | -1.4 | 1.2 | 11 | -1 | -1.4 | -4
COc1ccc(-c2[nH]c(-c3cc(OC)c4c(c3)OCO4)nc2-c2ccccc2)cc1 | -2 | 4.2 | 88* | -2 | 0.7 | 2.3 | 2 | -3 | 0.9 | -88
CCOC(=O)N1CCN(S(=O)(=O)c2cccc3cccnc23)CC1 | -3 | -1.8 | -1 | -10 | -2.1 | 2.6 | 9 | -9 | -1.9 | 1
CCC(c1nnnn1CC1CCCO1)N(CCCO)Cc1cc2cccc(C)c2[nH]c1=O (centres undefined) | x | 1.9 | -15 | x | -0.2 | 0.5 | -12 | 2 | 4.2 | 15
CN(C(=O)CCl)C1CCCc2ccccc21 (centres undefined) | -2 | x | -7 | -19 | -0.9 | 1.8 | 0 | x | x | 7
CCN(C(=O)c1ccco1)c1nnc(-c2ccc(OC)cc2)s1 | x | -1.6 | 25 | 44 | -3.3 | -2.0 | 2 | -2 | -0.7 | -25
CC1CCCN(C(=O)CCc2nnc(-c3ccc4c(c3)OCO4)o2)C1 (centres undefined) | 14 | 0.6 | -11 | 22 | -0.7 | 0.1 | -6 | x | 1.8 | 11
O=C(NC1CCCC1)C(c1ccccn1)N(Cc1ccccc1F)C(=O)c1csnn1 (centres undefined) | -2 | 2.2 | x | 6 | -1.9 | -0.3 | 7 | -3 | 4.3 | x
CCOC(=O)C(Cc1ccc(NC(=O)/C(=C/c2ccccc2)NC(=O)c2ccccc2)cc1)N1C(=O)c2ccccc2C1=O (centres undefined) | -5 | 0.7 | 26 | -8 | -0.9 | 0.8 | -4 | -2 | 0.8 | -26
CCCN(CCC)CCCNC(=S)Nc1ccc2nc3n(c(=O)c2c1)CCCCC3 | -6 | 1.6 | -40 | 4 | -3.2 | 4.0 | -7 | -1 | 0.1 | 40
CC1CC(=O)NN1C(=O)c1ccccc1 (centres undefined) | -1 | 0.6 | -26 | -10 | -0.8 | 1.9 | -8 | -4 | -0.3 | 26
Cc1ccccc1CN1CCN(CC2CC2)CC1CCO (centres undefined) | 1 | -0.6 | -9 | x | -0.6 | -0.2 | 13 | -5 | -0.6 | 9
Cc1cc(S(=O)(=O)N2CCN=C2c2ccccc2)c(C)cc1Cl | 0 | 2.4 | 2 | 12 | -3.0 | 3.1 | 5 | 1 | -0.5 | -2
COc1cc(O)oc1C=Nc1ccc(C(F)(F)F)cc1 | x | -0.3 | -3 | -1 | -0.1 | 1.9 | -2 | -2 | 0.2 | 3
CCOC(=O)c1cnc2c(OC)cccc2c1N1CCN(c2ccccc2OC)CC1 | -1 | 2.2 | 45 | -27 | -3.1 | -0.8 | 3 | -6 | 1.7 | -45
CCOC(=O)c1c(NC(=O)c2c(Br)cnn2C)c(C#N)nn1-c1ccccc1 | -3 | 0.6 | 42 | -18 | -2.1 | 1.6 | 2 | -4 | 0.2 | -42
CCOc1ccc(C(=O)COC(=O)c2cc(=O)[nH]c3ccccc23)cc1 | -5 | 0.9 | -17 | 4 | -0.9 | 4.0 | -11 | 2 | 2.2 | 17
Cc1ccnc(SC2CC(=O)N(c3ccc(Cl)cc3)C2=O)n1 (centres undefined) | 0 | x | -11 | x | -1.0 | 1.6 | -10 | -2 | x | 11
CC(=O)OC(C(=O)NC1CCCCC1)c1ccccc1 (centres undefined) | x | -1.9 | 3 | x | -1.0 | 4.7 | -1 | -2 | -2.0 | -3
O=[N+]([O-])c1cccc(CSc2cccc[n+]2[O-])c1 | 2 | 0.8 | -3 | -3 | -3.2 | 3.7 | 3 | -4 | 1.2 | 3
Cc1ccc(C)c(N2CCN(c3ncnc4c3cnn4-c3ccccc3)CC2)c1 | 3 | x | -11 | 7 | -0.7 | 0.5 | -6 | x | x | 11
O=C(OCC(=O)c1c[nH]c2ccccc12)c1cccc(S(=O)(=O)N2CCCCCC2)c1 | -4 | 1.1 | 37 | -4 | -0.2 | 2.3 | -10 | 0 | -0.9 | -37
COc1ccc(NC(=O)C(NC(=O)c2ccccc2)C(C)C)cc1 (centres undefined) | 6 | 2.3 | -5 | x | -0.7 | 2.6 | -4 | -3 | -0.1 | 5
O=C(c1ccc2c(=O)n(C3CCCC3)c(=S)[nH]c2c1)N1CCN(C2CCCCC2)CC1 | -4 | 3.0 | 17 | x | -0.4 | 2.8 | 8 | -1 | -1.3 | -17
OC1CCN(c2cc(-c3ccccc3)nc3cc(-c4ccc(F)cc4)nn23)CC1 | -4 | 1.2 | 72* | 6 | -2.3 | 3.6 | 3 | -2 | -1.1 | -72
Cc1ccc(C(C)C)c(OCCCCCN2CCOCC2)c1 | -1 | 0.9 | 14 | -24 | -2.7 | 1.6 | 2 | -3 | -2.3 | -14
NC1=NC[C@@H](Cc2ccc(O)cc2)N1CCc1cccc(F)c1 | -3 | -0.1 | 10 | 3 | -0.1 | 2.2 | -3 | 0 | -0.7 | -10
O=C(/C=C/c1cccc(C(F)(F)F)c1)NNC(=O)c1ccncc1 | -4 | x | -25 | 2 | 0.2 | 6.8 | 0 | -3 | x | 25
Cc1cc(C)n2nc(SCCOc3ccc(F)cc3)nc2n1 | -1 | 0.8 | -4 | 38 | -2.6 | 5.0 | -7 | -7 | -2.2 | 4
Cn1nnc2cc(C(=O)N3CCN(c4ccccn4)CC3)ccc21 | 0 | 2.6 | x | 7 | -3.8 | -0.9 | -4 | -2 | 0.3 | x
CC(C)(Oc1ccc(Cl)cc1)C(=O)NC1=NN(c2ccccc2)C(=O)C1 | x | 2.0 | -4 | -5 | -0.7 | 0.6 | -7 | -4 | -3.0 | 4
O=C(O)COc1ccc(NC(=O)c2ccc(NC(=O)c3ccco3)cc2)cc1 | 0 | 3.9 | -16 | 1 | -1.1 | 3.5 | 4 | 9 | 2.5 | 16

Hits appear at their usual frequency; about 3.6% have a hit in one of these screens.
